# Source: PubChem (National Center for Advancing Translational Sciences (NCATS))
# Pol iota inh: inhibitors of human DNA polymerase iota; Q9UNA4; Pol iota fluorescent replication assay, 10 min; Potency, µM (top dose mostly 115 µM), for the others: top-dose activity, negative = inhibition, actives largely listed as inhibitors; hit rate 1% among 390,000; AID 588590
#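 Pol iota at 10 nM preincubated 15 min with compounds at room temperature; reaction started with fluorescent substrate, 50 nM final. Fluorescence read kinetically at 0 and 10 min; buffer-only wells as negative control.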
# G9a inh: G9a (human) methyltransferase inhibition; Q96KQ7; G9a H3K9 monomethylation, AlphaScreen, 2 h; hit rate 8.8% among 350,000; Potency, µM (titrated, usually from 102 µM), for inactives: at the highest dose activity, negative = inhibition, usual class: inhibitors; also: % is scaled to controls: 0 for no effect and ±100 for the full control effect; nearly all actives have a fitted effect of over 75% in size
#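 Compounds were preincubated with 20 nM G9a for 15 min, after which biotinylated H3K9 peptide (500 nM) and SAM (20 uM) started a 2 h room-temperature reaction. Monomethylated product was quantified by antibody-based AlphaScreen chemiluminescence.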
# JMJD2A Tudor inh: JMJD2A Tudor domain (human) inhibition; O75164; AlphaScreen JMJD2A-Tudor / H3K4me3 peptide binding; Potency, µM (highest dose often 114 µM), for inactives: at the highest dose activity change, negative = inhibition, most hits filed as inhibitors; hit rate 4.4% among 390,000; also: % is scaled to controls: 0 for no effect and ±100 for the full control effect; nearly all actives have a fitted effect of over 50% in size
# Target sequence (O75164 whole entry, looked up, the tested form may be a part): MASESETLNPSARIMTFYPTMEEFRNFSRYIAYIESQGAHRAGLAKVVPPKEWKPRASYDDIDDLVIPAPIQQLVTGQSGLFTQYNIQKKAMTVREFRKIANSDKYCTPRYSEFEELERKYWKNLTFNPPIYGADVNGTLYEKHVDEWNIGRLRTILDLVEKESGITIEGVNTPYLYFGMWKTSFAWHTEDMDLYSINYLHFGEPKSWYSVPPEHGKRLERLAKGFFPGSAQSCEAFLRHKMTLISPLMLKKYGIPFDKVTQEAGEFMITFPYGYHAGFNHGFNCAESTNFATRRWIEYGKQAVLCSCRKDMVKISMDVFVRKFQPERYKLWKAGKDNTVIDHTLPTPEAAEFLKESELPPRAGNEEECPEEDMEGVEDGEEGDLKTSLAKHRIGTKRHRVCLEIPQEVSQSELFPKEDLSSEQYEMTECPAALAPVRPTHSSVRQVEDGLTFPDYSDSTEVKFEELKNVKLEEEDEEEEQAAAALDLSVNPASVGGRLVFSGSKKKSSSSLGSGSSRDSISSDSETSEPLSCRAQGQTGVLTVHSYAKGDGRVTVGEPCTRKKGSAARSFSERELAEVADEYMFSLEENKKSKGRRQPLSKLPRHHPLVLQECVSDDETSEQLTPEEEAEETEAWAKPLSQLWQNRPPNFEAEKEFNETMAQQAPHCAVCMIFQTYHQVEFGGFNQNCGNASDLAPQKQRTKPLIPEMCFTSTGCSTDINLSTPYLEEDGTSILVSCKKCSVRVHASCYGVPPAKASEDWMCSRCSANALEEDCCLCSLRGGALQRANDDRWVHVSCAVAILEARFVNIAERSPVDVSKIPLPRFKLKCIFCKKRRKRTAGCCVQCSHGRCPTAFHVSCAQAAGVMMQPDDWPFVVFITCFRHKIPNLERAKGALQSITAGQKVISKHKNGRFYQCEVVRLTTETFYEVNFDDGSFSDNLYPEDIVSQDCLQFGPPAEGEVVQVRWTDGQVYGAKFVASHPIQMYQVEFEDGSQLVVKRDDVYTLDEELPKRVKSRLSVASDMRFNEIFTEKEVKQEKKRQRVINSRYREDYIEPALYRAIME
# Tb PGK inh: blocks T. brucei phosphoglycerate kinase; PGK/GAPDH coupled, Kinase-Glo luminescence, 60 min; hit rate 0.043% among 380,000; P07378; Potency, µM (series often up to 57.5 µM), without a hit: top-dose activity change, negative = inhibition, hits mostly inhibitors; AID 602233; also: % is scaled to controls: 0 for no effect and ±100 for the full control effect; nearly all actives have a fitted effect of over 60% in size
#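 Recombinant glycosomal PGK reaction used 1,3-bisphosphoglycerate generated in-well by GAPDH (100nM final) in 100mM TEA pH 7.6, 5mM MgCl2, 0.01% Tween-20. After 60 minutes at room temperature, ATP was read by Kinase-Glo Plus luminescence end-point.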
# HP1b chromo inh: blocks HP1-beta chromodomain binding to methylated histone tails | P83916 | AlphaScreen HP1-beta / biotin-H3K9me3 peptide binding | Potency, µM (top dose mostly 114 µM), for the others: at the top dose activity change, negative = inhibition, usual class: inhibitors | hit rate 0.56% among 390,000; also: nearly all actives have a fitted effect of over 70% in size; inactives centre near 23
#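 AlphaScreen: HP1-beta (50 nM) preformed 30 min with biotin-H3(1-18)K9me3 peptide (50 nM) in PBS pH 7.4, 0.01% Tween-20. Compound added for 30 min at RT, then streptavidin donor/nickel chelate acceptor beads (10 ug/mL) for 30 min.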
# BLM helicase inh: Bloom syndrome helicase (human) inhibition. P54132. recombinant BLM DNA unwinding, fluorescence dequenching. AID 2528. Potency, µM (top dose mostly 56.1 µM), without a hit: top-dose activity change, negative = inhibition, actives largely listed as inhibitors. hit rate 0.2% among 350,000;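 also: plate controls were vehicle for no effect and no enzyme for full effect; nearly all actives have a fitted effect of over 35% in size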
# BAZ2B inh: inhibitors of human BAZ2B bromodomain; hit rate 4.4% among 360,000; Potency, µM (series often up to 114 µM), inactives show top-dose activity change, negative = inhibition, usual class: inhibitors; Q9UIF8; AlphaScreen BAZ2B-H3K14Ac peptide displacement; also: % is scaled to controls: 0 for no effect and ±100 for the full control effect; nearly all actives have a fitted effect of over 60% in size
#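 AlphaScreen displacement of biotin-H3(5-23)K14Ac peptide (50 nM final) from BAZ2B (50 nM final) in PBS pH 7.4, 0.01% Tween-20; complex preformed 30 min RT, then compounds (top 110 uM) 30 min RT, beads 20 min dark.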
# GLS inhibitor: inhibitors of human glutaminase (GLS); Potency, µM (doses to about 45.5 µM), for inactives: top-dose activity change, negative = inhibition, hits mostly inhibitors; hit rate 0.21% among 410,000; GLS enzymatic activity, qHTS titration; O94925; also: % is scaled to controls: 0 for no effect and ±100 for the full control effect
#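 Compounds were pin-transferred onto hKGA, after which L-glutamine (1 mM solution) and a detection mix of glutamate oxidase, HRP and Amplex Red were added. Initial and 30 min RT fluorescence reads were collected.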
# Pin1 inhibitor: inhibitors of human Pin1 | Pin1 FP peptide displacement, HiFluor488, 10 min | Potency, µM (highest dose often 115 µM), for inactives: at the top dose activity, negative = inhibition, usual class: inhibitors | hit rate 0.009% among 390,000 | AID 504891; active = well fitted inhibition curve with a large enough effect in the polarisation, with a control signal flat, not every such curve was filed as active; inconclusive = small, poorly fitted or top-dose-only effect, or effect the other way, or a change in a side signal; inactive = no such curve, though single readings can be large or run the other way; the % refers to the polarisation; also: % is scaled to controls: 0 for no effect and ±100 for the full control effect
# * marks the source's active call; other numbers are inactive results; i = inactive; ? = inconclusive; / = not tested or not shown; & = joins results of further samples; [ ] = another dose, or the depositor's remark. Unless noted, calls follow the shape of the dose curve; as a rule, active = well fitted curve in the direction sought with a large enough effect; inconclusive = small, poorly fitted or top-dose-only effect, or another doubt; inactive = no such curve, though single readings can be large; an effect the other way counts as inactive or inconclusive. Potency is read from the fitted curve at half-maximal effect. These rows are one share of the data. The share of hits here may be higher or lower than overall.
# Fields: Pol iota inh | G9a inh | JMJD2A Tudor inh | Tb PGK inh | HP1b chromo inh | BLM helicase inh | BAZ2B inh | GLS inhibitor | Pin1 inhibitor
> O=C(CC1C(=O)NC2CCCCC2N1C(=O)c1ccc([N+](=O)[O-])cc1)Nc1ccccc1 (stereo not given)
 : 35%[activator] | 15% | 6% | 0% | 29% | -1% | -17% | 1% | -5%
> O=C1CC(c2cc(Br)ccc2F)c2cc3c(cc2N1)CCC3 (stereo not given)
 : 13% | 22% | -2% | 2% | 25% | 0% | 0% | -1% | 2%
> Cc1ccc(C(=O)COC(=O)CNS(=O)(=O)c2ccccc2)cc1[N+](=O)[O-]
 : 8% | ? | -7% | 0% | 12% | 2% | 65%[activator] | -2% | -3%
> Cc1sc2nc(CSc3cccc(C(F)(F)F)c3)[nH]c(=O)c2c1C
 : 29% | -31% | ? | 5% | 35% | -15% | -3% | 8% | 11%
> Oc1ccc(/C=N/n2c(COc3ccccc3)n[nH]c2=S)c(O)c1
 : 10% | 1.8µM* | -22% | 6% | -13% | -3% | -13% | 48%[activator] | 4%
> Cc1ccc(C(=O)c2c3ccccc3[n+]([O-])n2CCC(N)=O)cc1
 : 10% | 26% | -11% | 8% | 24% | -2% | 2% | 4% | -1%
> CC(C)CCCN1CCN=C1N(C)C
 : 2% | 10% | -32% | -1% | 33% | 1% | -1% | -8% | 0%
> Cc1cc([N+](=O)[O-])nn1CCCC(=O)NCc1ccc(F)cc1
 : 16% | 23% | -6% | -4% | 18% | 1% | -4% | 0% | -2%
> COCC(=O)NNC(=S)Nc1cccc(C)c1C
 : 78%[activator] | / | -20% | 5% | ? | -5% | -7% | 2% | -3%
> CCCS(=O)(=O)N1CC(=O)N(c2ccc(Cl)cc2C)C(C)(C(=O)NC2CCCC2)C1 (stereo not given)
 : 13% | -28%[59 µM] | -13% | 1% | 22% | 0% | 7% | -14% | -2%

# Next section; it opens with the 4 that closed the last part.
# Fields: Pol iota inh | G9a inh | JMJD2A Tudor inh | Tb PGK inh | HP1b chromo inh | BLM helicase inh | BAZ2B inh | GLS inhibitor | Pin1 inhibitor
> CC(C)CCCN1CCN=C1N(C)C
 : 2% | 10% | -32% | -1% | 33% | 1% | -1% | -8% | 0%
> Cc1cc([N+](=O)[O-])nn1CCCC(=O)NCc1ccc(F)cc1
 : 16% | 23% | -6% | -4% | 18% | 1% | -4% | 0% | -2%
> COCC(=O)NNC(=S)Nc1cccc(C)c1C
 : 78%[activator] | / | -20% | 5% | ? | -5% | -7% | 2% | -3%
> CCCS(=O)(=O)N1CC(=O)N(c2ccc(Cl)cc2C)C(C)(C(=O)NC2CCCC2)C1 (stereo not given)
 : 13% | -28%[59 µM] | -13% | 1% | 22% | 0% | 7% | -14% | -2%
> Cc1ccc(C)c(N2CCN(S(=O)(=O)c3ccc4c(c3)NC(=O)CO4)CC2)c1
 : -17% | / | -36% | -4% | 20% | -10% | ? | 5% | 3%
> CC1CCN(S(=O)(=O)c2ccc3c(c2)c(=O)c(C(=O)N2CCOCC2)cn3C)CC1
 : 24% | 44%[activator] | -11% | 5% | 9%[57 µM] | 0% | -12% | 1% | -1%
> CCCCN(C)C(=O)c1coc(=O)c2ccccc12
 : 3% | 25%[12.7 µM] | -15% | -9% | 16% | -2% | -4% | 11% | -1%
> COc1ccc(CCN(C)C(=O)c2cncc(Br)c2)cc1OC
 : 27% | 11% | -7% | -3% | 31% | 1% | 5% | -4% | -11%
> Cc1nc2nc(SCc3ccc(F)cc3Cl)nn2c(C)c1Cc1ccccc1
 : 11% | 13%[59 µM] | -2% | -2% | 36%[activator] | -5% | 16% | -4% | 5%
> O=C(OCc1ccc([N+](=O)[O-])cc1)C1CCN(S(=O)(=O)c2ccccc2)CC1
 : 141%[activator] | -4%[59 µM] | -8% | 4% | 20% | -4% | 3% | -7% | -3%
> CCOc1ccc(CN2CCc3nc(N4CCN(c5ncccn5)CC4)ncc3C2)cc1OC
 : -1% | 6%[12.7 µM] | ? | -4% | 3% | -3% | -34% | 10% | -3%
> Cc1sc(N/N=C/c2ccco2)nc1-c1ccccc1
 : 7% | ? | ? | i | -20% | -9% | ? | -1% | 1%
> CCN(CC)CCCNC(=O)CC1Oc2ccc(C)cc2NC1=O (stereo not given)
 : -2% | ? | -8% | -2% | 39%[activator] | -3% | 1% | -7% | -1%
> COc1ccc(NC(=S)NC(NC(=O)c2ccc(Cl)cc2Cl)C(Cl)(Cl)Cl)c([N+](=O)[O-])c1 (stereo not given)
 : 3% | ? | ? | -9% | ? | -14% | ? | 13% | -8%

# More entries.
# Fields: Pol iota inh | G9a inh | JMJD2A Tudor inh | Tb PGK inh | HP1b chromo inh | BLM helicase inh | BAZ2B inh | GLS inhibitor | Pin1 inhibitor
> CCC/C(O)=C1\C(=O)CCCC1=NC(C)C(=O)O (stereo not given)
 : 13% | ? | -8% | -7% | 17% | 0% | -2% | 0% | -3%
> COc1ccccc1N1CCN(Cc2cc(=O)c(OCC(=O)NC(C)C)co2)CC1
 : 32%[activator] | -8% | ? | 8% | -17% | -2% | -3% | 38%[activator] | 8%
> COc1ccccc1CNC(=O)CN1C(=O)CCc2cc(S(=O)(=O)N3CCOCC3)ccc21
 : ? | 47%[59 µM] | -9% | -4% | 42%[activator] | -3% | -4% | 6% | -1%
> C/C=C1\COC(C(=O)NCCN2CCCC2)(C(F)(F)F)C=C1C=C1CCCCC1 (stereo not given)
 : 5%&25% | / | -35%&-28% | 0% | 5%&24% | -6% | / | 10% | 12%&10%
> O=C(CCN1CCCC1)Nc1ccccc1
 : 10% | -3%[12.7 µM] | -4% | 4% | 43%[activator] | 4% | -5% | 23% | -9%
> O=C(O)c1ccc(Cl)c(S(=O)(=O)NC(Cc2ccccc2)C(=O)O)c1 (stereo not given)
 : -9% | ? | ? | 6% | 4% | -1% | ? | 25% | -20%
> Cc1nc(-c2cc(-c3nc(-c4ccc(C(C)(C)C)cc4)no3)no2)cs1
 : -19% | 121%[activator] | 31% | -2% | 76%[activator] | -12% | 4% | 2% | -2%
> COc1ccccc1NC(=O)CN1C(=O)CC(c2ccc(C)c(C)c2)=Nc2ccccc21
 : 1% | -30%[59 µM] | ? | -4% | 17% | -8% | -31% | -2% | 30%
> COc1cc(C(C(=O)NC2CCCC2)N(C(=O)c2snc(C(N)=O)c2N)c2ccccc2)cc(OC)c1OC (stereo not given)
 : -16% | 18% | -2% | i | 16% | -15% | -14% | -4% | 2%
> NC(=O)CC(NC(=O)c1ccccc1)c1ccc(N2CCN(c3ccccn3)CC2)c([N+](=O)[O-])c1 (stereo not given)
 : ? | 79µM* | -29% | i | 30% | 0% | -37% | -3% | -7%

# More structures:
# Fields: Pol iota inh | G9a inh | JMJD2A Tudor inh | Tb PGK inh | HP1b chromo inh | BLM helicase inh | BAZ2B inh | GLS inhibitor | Pin1 inhibitor
> O=C(CCSCc1ccccc1Cl)NCc1ccco1
 : 104%[activator] | 22%[59 µM] | -2% | -3% | 22% | -4% | ? | 2% | -3%
> COc1ccc(C(C(=O)NCCC(C)C)N(CCO)C(=O)c2snc(C(N)=O)c2N)cc1OC (stereo not given)
 : -12% | 29% | 10% | -3% | 26% | 2% | 5% | -1% | 0%
> Cc1ccc(C(=O)O/N=C\c2ccc(N3CCOCC3)c([N+](=O)[O-])c2)cc1
 : 4% | 25% | -5% | 7% | ? | -3% | -25%[57.1 µM] | 2% | -8%
> FC(F)(F)c1ccc(Sc2n[nH]c(C(F)(F)F)n2)nc1
 : 13% | ? | -12% | -17% | -8% | 0% | -21% | 56%[activator] | -5%
> COC(=O)[C@@H](NC(=O)Nc1ccc(OC(F)(F)F)cc1)C(C)C
 : 15% | -10% | -11% | 3% | 31% | -1% | 4% | 3% | 1%
> CC1CCCN(C(=O)CSc2nnc(-c3c[nH]c4ccccc34)o2)C1 (stereo not given)
 : ? | -34%[59 µM] | -26% | -1% | 11% | -3% | -33% | 2% | -1%
> O=C(CSc1nc(-c2ccccc2)nc2ccc(F)cc12)Nc1ccc(C(=O)O)cc1
 : -6% | 45µM* | 35µM* | -20% | 11% | -18% | 50µM* | 3% | -1%
> O=S(=O)(O)c1nnc2sc3ccccc3n12
 : ? | -32%[59 µM] | -9%[11.4 µM] | 3% | 51%[activator] | -1% | -9% | 4% | -3%
> CC(C)c1nnc(NC(=O)CCS(=O)(=O)c2ccccc2)s1
 : 14% | ? | 7% | -8% | 31% | 2% | ? | 0% | -10%
> CC1CCc2nc(NC(=O)CN3CCN(Cc4ccc5c(c4)OCO5)CC3)sc2C1 (stereo not given)
 : ? | ? | ? | -7% | -30% | -1% | ? | -6% | -7%
> CCCN(CC(=O)Nc1ccccc1C)C(=O)c1ccc(S(=O)(=O)N2CCCCC2)cc1
 : ? | -1% | -6% | -2% | 25% | -3% | -15% | -3% | -13%
> COc1ccc(C(=O)N(C)C2CCCN(Cc3ccccc3F)C2)cc1OC (stereo not given)
 : -22% | / | 0% | -7% | 31% | 1% | -6% | 7% | -1%

# Record cards, from the list above. Values in the order: Pol iota inh, G9a inh, JMJD2A Tudor inh, Tb PGK inh, HP1b chromo inh, BLM helicase inh, BAZ2B inh, GLS inhibitor, Pin1 inhibitor
# O=C(CCSCc1ccccc1Cl)NCc1ccco1 across the screens: 104%[activator], 22%[59 µM], -2%, -3%, 22%, -4%, ?, 2%, -3%
# COC(=O)[C@@H](NC(=O)Nc1ccc(OC(F)(F)F)cc1)C(C)C across the screens: 15%, -10%, -11%, 3%, 31%, -1%, 4%, 3%, 1%
# CCCN(CC(=O)Nc1ccccc1C)C(=O)c1ccc(S(=O)(=O)N2CCCCC2)cc1 across the screens: ?, -1%, -6%, -2%, 25%, -3%, -15%, -3%, -13%
# FC(F)(F)c1ccc(Sc2n[nH]c(C(F)(F)F)n2)nc1 across the screens: 13%, ?, -12%, -17%, -8%, 0%, -21%, 56%[activator], -5%
# O=S(=O)(O)c1nnc2sc3ccccc3n12 across the screens: ?, -32%[59 µM], -9%[11.4 µM], 3%, 51%[activator], -1%, -9%, 4%, -3%
